Screening results (PubChem BioAssay)
D1 allo mod – D1 CRE-luciferase signal change, two-sided – cell-based, HEK293 D1, dopamine EC30, D1 allosteric modulator project, primary screen; D(1A) dopamine receptor (Homo sapiens), P21728; dopamine EC30 potentiation; actives deviate in either direction; B-score at 10 µM; actives 5.9% (n = 58,000); AID 641, 2007;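 active = luminescence count or its row- and column-corrected plate score outside the 99.7% band of the plate's sample wells, on either side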
Target sequence (P21728 whole entry, looked up): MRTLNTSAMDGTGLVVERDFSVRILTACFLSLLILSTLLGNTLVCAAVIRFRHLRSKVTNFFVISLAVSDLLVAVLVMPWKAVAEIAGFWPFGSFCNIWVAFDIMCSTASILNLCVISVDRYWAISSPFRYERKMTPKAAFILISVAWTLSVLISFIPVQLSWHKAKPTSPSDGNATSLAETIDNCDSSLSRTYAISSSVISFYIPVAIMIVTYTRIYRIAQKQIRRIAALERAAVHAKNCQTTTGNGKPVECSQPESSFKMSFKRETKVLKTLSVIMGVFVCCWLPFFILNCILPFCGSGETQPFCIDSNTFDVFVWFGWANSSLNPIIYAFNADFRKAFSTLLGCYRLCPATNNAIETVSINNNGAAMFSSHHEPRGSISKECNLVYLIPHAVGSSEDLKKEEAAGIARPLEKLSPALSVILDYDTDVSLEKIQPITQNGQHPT
M1 antag – antagonists of rat M1 muscarinic receptor | actives 3.4% (n = 64,000) | Muscarinic acetylcholine receptor M1 (Rattus norvegicus), P08482 | B-score at 10 µM | CHO-M1 cells, Fluo-4 calcium, ACh EC80 antagonist mode; active compounds read low;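 active = calcium fluorescence response, raw or row-and-column corrected B-score, differing from the plate sample mean either way at a set confidence level, mostly lower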
TNAP act mid DEA – human TNAP enzyme activators, primary screen, biochemical, luminescent, intermediate phosphate acceptor level | purified TNAP, CDP-star luminescence, 100 mM DEA, 30 min; active compounds read high; scale: 0 levamisole-inhibited, 1 vehicle-only enzyme | AID 813, 2007 | activation factor at 20 µM | 64,000 tested, under 10 active;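 active = activation factor of at least 2 at 20 µM, relative to controls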
Jurkat tox 60K – cytotoxicity toward Jurkat T cells, primary screen, cytotoxicity control, cell-based, Jurkat E6.1, 60K MLSMR library. inhibition, % at 4 µM. actives 1.2% (n = 56,000). Jurkat E6.1 viability, ATP luminescence, 48 h;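 active = inhibition above the mean inhibition of all tested compounds plus 3 SD, cut at about 28% in these data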
S1P1 ag pot – S1P1 agonists and agonism potentiators, primary screen, cell-based, primary and confirmation screens, CRE-bla reporter; AID 449, 2006; activation, % at 9.5 µM; Sphingosine 1-phosphate receptor 1 (Homo sapiens), P21453; S1P1 CRE-bla cells, forskolin, beta-lactamase FRET, potentiator mode; S1P1 agonist co-added at EC20, 2 nM; 100% = saturating reference agonist, 0% = basal; actives 0.57% (n = 56,000);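 active = activation above a cutoff set at the mean activation of all tested compounds plus 3 SD, cut at about 54% in these data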;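 note: forskolin at 4 µM as EC80 and the EC20 agonist is SEW2871; 100% = SEW2871 at its EC100 plus forskolin at EC80; some compounds past the cut are filed as inactive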
Target sequence (P21453 whole entry, looked up): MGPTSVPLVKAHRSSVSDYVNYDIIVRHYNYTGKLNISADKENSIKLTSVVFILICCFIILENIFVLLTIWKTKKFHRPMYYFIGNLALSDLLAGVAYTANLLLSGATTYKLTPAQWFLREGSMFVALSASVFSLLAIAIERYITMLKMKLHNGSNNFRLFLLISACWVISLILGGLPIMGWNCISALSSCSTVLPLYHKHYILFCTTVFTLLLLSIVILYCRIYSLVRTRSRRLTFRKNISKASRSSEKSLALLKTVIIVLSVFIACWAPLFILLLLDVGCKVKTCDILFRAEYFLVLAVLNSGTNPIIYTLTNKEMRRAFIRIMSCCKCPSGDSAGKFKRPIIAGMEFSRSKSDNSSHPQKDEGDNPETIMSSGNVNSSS
Ec RNAP inh – E. coli RNAP inhibitors, biochemical | DNA-directed RNA polymerase subunit beta (Escherichia coli (strain K12)), P0A8V2 | E. coli RNA polymerase, fluorescence transcription assay | inhibition, %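 (tested at 10 µM)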 | actives 0.2% (n = 62,000) | AID 559, 2006; in the data active = inhibition above about 20%;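 note: 0% = enzyme without compound and 100% = no enzyme blank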
S1P3 agonist – human S1P3 receptor agonists, primary screen, cell-based, primary and confirmation, NFAT-BLA reporter | Sphingosine 1-phosphate receptor 3 (Homo sapiens), Q99500 | S1P3 NFAT-BLA reporter cells, agonism, FRET ratio; relative to 1 µM S1P, basal subtracted | activation, % at 4.5 µM | actives 0.1% (n = 60,000);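 active = activation above the screen-wide mean plus 3 SD, cut at about 4.5% in these data, passing the limit was not always enough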; note: some compounds called inactive have numbers as strong as hits
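Assay system: stable CHO line with human S1P3, Gα16, NFAT-BLA reporter; Detection: FRET β-lactamase substrate fluorescence, excitation 405 nm, 460/535 nm emission ratio, background-subtracted; Read-out: percent activation versus median 1 µM S1P response, basal-subtracted, per plate; Incubation: cells plated overnight, compound 4 h 37 °C, substrate 2 h RT.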
M1 ag – M1 muscarinic receptor agonists, primary screen, CHO-M1 cells, Fluo-4 calcium, agonist mode; Muscarinic acetylcholine receptor M1; actives 3% (n = 64,000); Fluo-4 calcium fluorescence; active compounds read high; B-score at 10 µM;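 active = fluorescence rise, raw or as B-score row- and column-corrected plate score, outside the 99.7% band of its plate's samples, either direction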
HEK293 NFkB inh – inhibitors of PMA/ionomycin-induced NF-kB reporter, primary screen, antigen receptor NF-kB inhibitor project, cell-based, HEK-293 luciferase reporter, luminescence. actives 0.21% (n = 62,000). inhibition, % at 3 µM. HEK-293 NF-kB luciferase reporter;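 active = inhibition above the mean of all tested compounds plus 3 SD, cut at about 40% in these data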;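 note: 0% = stimulated DMSO wells and 100% = 10 µM reference inhibitor 5653914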
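System – HEK-293 cells with stable firefly luciferase reporter driven by four HIV NF-kB elements · Doses – one dose, 3 µM · Schedule – 1 h compound pre-incubation, 16 h PMA/ionomycin at 37 °C · Technique – luminescence from luciferase substrate reagent · Measure – percent inhibition normalized per plate to DMSO and reference-inhibitor controls · Replicates – tested once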
Numbers without * were called inactive; nt = not tested or not shown.

SMILES	D1 allo mod	M1 antag	TNAP act mid DEA	Jurkat tox 60K	S1P1 ag pot	Ec RNAP inh	S1P3 agonist	M1 ag	HEK293 NFkB inh
CCOC(=O)c1c(C(C)(C)C)oc2ccc(OCC#N)cc12	1.1	0.046	0.9	-3	-62	9	-1.3	-0.71	14
COCCNC(=O)C(c1ccc(F)cc1)N(CCOC)C(=O)CCC(=O)Nc1nccs1 (configuration not stated)	0.68	0.53	1	3	9	4	-0.9	-0.1	12
COc1ccccc1NC(=O)CN1CCN(CC(=O)Nc2ccc3c(c2)OCCO3)CC1	0.059	-0.037	0.9	-16	18	-5	-0.4	1.6	-7
COc1ccccc1N(CC(=O)NC1CCCC1)C(=O)c1csnn1	-0.031	0.57	0.9	0	0	1	-0.3	-0.33	6
c1ccc(-n2ncc3c(NCc4cccs4)ncnc32)cc1	-2.7	0.92	0.8	8	-21	14	-1.6	-1.4	-38
CCn1cnc2cc(NCc3cccc(OC)c3O)ccc21	-0.069	-1.4	0.8	-6	8	5	0.5	-0.46	-5
CCn1c(SCC(=O)N2CCOCC2)nc2oc3c(Cl)cc(Cl)cc3c(=O)c2c1=O	-2.5	-0.78	0.9	3	20	0	-1.8	4.4*	15
Cn1c(Cc2ccccc2)nnc1SCC(=O)Nc1ccc2c(c1)OCO2	0.056	-1	0.9	3	15	4	-0.9	0.26	7
COC(=O)c1ccc(COc2cccc(OC)c2)o1	2.4	-2.4*	0.9	nt	nt	-2	nt	0.4	8
CCN(CC)c1ccc(NC(=O)c2cc(OC)cc(OC)c2)c(C)c1	2.3	0.82	1	94*	nt	1	-0.8	-0.086	27
CN1CCC(OC(=O)COc2ccc(C(C)(C)C)cc2)CC1	-0.023	-0.9	0.9	7	-35	3	-0.4	-0.79	2
O=C(c1ccc2snnc2c1)N1CCN(c2ccccn2)CC1	-0.53	-0.53	1	nt	nt	-2	nt	-1.1	11
FC(F)(F)c1ccc2c(c1)nc1n2CCCC1	0.63	-0.58	1	7	-8	-3	-0.9	-1.4	4
COc1ccc(S(=O)(=O)CCc2nc3ccccc3s2)cc1	0.71	0.59	0.9	-7	-11	11	0.8	0.022	4
Cc1nn(C)c(C)c1S(=O)(=O)N(CC(=O)NCCN1CCOCC1)c1ccc(C(C)C)cc1	-1.6	-0.098	1	-6	-18	6	-0.6	1.1	3
COc1ccccc1C1C2C(=O)N(c3ccccc3)C(=O)C2ON1c1ccccc1 (configuration not stated)	0.0017	1	1	12	-4	-2	-1.2	0.6	7
Cc1ccc(-c2cc(C(F)F)n3ncc(C(=O)N4CCN5CCCC5C4)c3n2)cc1 (configuration not stated)	0.064	-0.69	1	3	3	4	-1.4	0.27	10
CCOC(=O)C1=C(C)NC(C)=C(C(=O)OCC)C1C(=O)OC1CCOC1=O (configuration not stated)	-0.02	0.17	0.9	2	6	6	0.6	0.75	5
CCOC(=O)COc1ccc(Oc2nc(C)cc(OC)n2)nn1	-0.96	-0.44	1	nt	-2	6	-2.6	-0.24	nt
Cc1cc(C)n(-c2cc(N3CCOCC3)nc(-c3ccccc3)n2)n1	0.36	1.2	0.9	2	-10	11	-0.8	0.033	-1
Cc1ccc(S(=O)(=O)N(CC(O)CN2CCOCC2)c2cc(Cl)ccc2Cl)cc1 (configuration not stated)	nt	-0.029	0.9	nt	-11	4	-1.7	-0.1	nt
COc1cccc(C2C(C(=O)OCc3ccccc3)=C(C)Nc3ncnn32)c1OC (configuration not stated)	0.13	-0.23	1	-1	-7	5	-0.9	-1.8	-2
Cc1noc(C)c1S(=O)(=O)N1CCCC(C(=O)N2CCc3ccccc3C2)C1 (configuration not stated)	0.17	-0.36	1	-1	-13	8	-0.6	-1.4	16
CCCc1[nH]nc2c1C(c1cccc(OC)c1)C(C#N)=C(N)O2 (configuration not stated)	1.5	-0.24	0.9	nt	-7	1	-2.8	2.5	nt
COc1ccc(N2C(=O)NC3CC2(C)Oc2ccccc23)cc1OC (configuration not stated)	1.7	-1	0.9	4	-15	1	0.3	2.5	4
COc1ccc(-n2nnc3c(=O)n(Cc4cc(C)ccc4C)cnc32)cc1	0.51	-2.1	0.9	-4	14	8	-1.0	-0.59	5
O=C(NCCO)c1ccc(-c2nnc(N3CCOCC3)c3ccccc23)cc1	0.2	0.96	0.9	0	-4	8	0.4	0.021	9
O=C(CSc1nnc(-c2cccs2)n1-c1ccccc1)NCC1CCCO1 (configuration not stated)	1.4	-0.31	0.9	0	-11	10	-0.8	0.05	-5
NC(=O)CS(=O)(=O)c1nc2ccccc2n1Cc1ccccc1F	0.4	-0.37	nt	1	-4	nt	-1.9	0.62	14
COc1cccc(-n2c(Cc3cc(=O)[nH]c(=O)[nH]3)nnc2SC(C)C)c1	-0.2	0.44	1	-4	-21	5	-1.0	0.95	6
CCCc1cc(NCCCCO)n2c(nc3ccccc32)c1C#N	nt	-2.1	1	nt	0	-37	-2.6	2	nt
COC(=O)C1CCN(C(=O)c2sc3nc(-c4ccccc4)cn3c2C)CC1	0.26	0.48	1	-4	13	1	-0.6	-0.72	-6
CSc1ncc(Cl)c(C(=O)NCc2ccc3c(c2)OCO3)n1	12*	1.4	0.9	-2	-4	nt	-0.8	-1.1	9
CCCCNC(=O)C1C2C=CC3(CN(Cc4ccccc4Cl)C(=O)C13)O2 (configuration not stated)	nt	-0.13	1	nt	nt	5	nt	-0.014	4
C=CCn1c(N2CCCCCC2)nc2c1c(=O)n(C)c(=O)n2C	-0.037	-0.35	1	4	-19	-4	0.0	-1.5	-7
C=COC(=O)CSc1snc(SCC(=O)OC)c1C#N	-0.77	0.11	1	2	2	-6	-1.4	-0.95	7
CCOc1ccccc1N1CCN(Cc2ccc(OC)c(OC)c2OC)CC1	-2.8	0.13	1	8	9	4	-1.4	1.6	11
COc1ccc(-c2nc(-c3cccc(C(F)(F)F)c3)no2)cc1OC	-0.86	0.23	0.9	2	75*	-1	-1.9	-0.54	11
COc1cc2c(cc1NC(=O)CN1CCN(S(=O)(=O)c3ccc(F)cc3)CC1)oc1ccccc12	0.42	0.034	1	-2	-57	4	-0.3	-1	17
c1coc(CNc2ncnc3ccccc23)c1	nt	0.041	0.9	nt	14	7	-1.7	1.1	nt
CCc1ccccc1-n1c(SCC(=O)Nc2ccc3c(c2)OCCO3)nc2[nH]ncc2c1=O	-0.74	0.56	1	-3	-45	3	1.6	0.042	5
CCC(C)(C)n1nnnc1C(c1cc2cc(C)ccc2[nH]c1=O)N1CCCC1 (configuration not stated)	-0.64	-0.54	0.9	11	28	-2	-1.3	-0.67	23
CN(C)CC(C(=O)c1ccccc1)c1ccccc1 (configuration not stated)	-1.3	-1.6	0.9	101*	82	5	-0.6	0.65	32
CCCCNC(=O)c1ccc2c(c1)N(CC)C(=O)c1ccccc1S2(=O)=O	-0.41	1.4	0.9	-4	-30	7	0.3	0.089	-8
CN1CCN(C(=S)c2ccc(N(C)C)cc2)CC1	nt	0.59	0.9	1	-12	2	-0.8	-0.36	2
CCOC(=O)N1CCN(c2c(NCCCOC(C)C)c(=O)c2=O)CC1	0.011	-0.037	0.9	-2	-18	9	0.2	-0.76	12
O=C(O)CCCC(=O)Nc1ccc(C(=O)N2CCCCC2)c(Cl)c1	-0.39	-0.012	0.8	7	nt	5	0.4	-0.088	-15
COc1ccc(C(C)=O)cc1COC(=O)c1cnc(C)cn1	2.3	0.62	0.9	-5	8	2	1.0	-0.091	6
CCC(C)NC(=O)Cn1c(=O)n(-c2ccccc2)c(=O)c2ccc(C(=O)NCc3ccco3)cc21 (configuration not stated)	-0.097	-0.22	1	-13	7	4	-0.4	1.6	2
CCn1c(SCC(=O)Nc2ccc(S(=O)(=O)Nc3ccccn3)cc2)nnc1-c1ccncc1	0.9	0.4	0.9	7	-18	1	-0.9	-0.37	13
CN(C)S(=O)(=O)c1ccc(NS(=O)(=O)/C=C/c2ccccc2)cc1	-0.61	0.27	0.9	6	-3	-13	-1.2	0.033	9
COc1ccc(OC)c(S(=O)(=O)N(C)CC(=O)Nc2ccccc2OC)c1	0.54	0.034	1.1	0	nt	6	-0.5	0.3	2
N#Cc1c(-c2ccco2)nc(SCc2ccc(F)cc2)[nH]c1=O	-0.74	0.43	0.9	-4	16	3	0.7	-0.11	4
CC1(C)CC(=O)C(CC2=C(O)CC(C)(C)CC2=O)=C(O)C1	0.58	-1	1	-2	4	4	-1.3	0.79	13
COc1ccc(C(CNC(=O)COc2ccccc2C#N)N2CCOCC2)cc1 (configuration not stated)	-0.001	-1.7	0.9	-4	4	4	1.1	-0.1	3

Ordered by length of the SMILES (lowest first): part of the list above.
SMILES	D1 allo mod	M1 antag	TNAP act mid DEA	Jurkat tox 60K	S1P1 ag pot	Ec RNAP inh	S1P3 agonist	M1 ag	HEK293 NFkB inh
CN1CCN(C(=S)c2ccc(N(C)C)cc2)CC1	nt	0.59	0.9	1	-12	2	-0.8	-0.36	2
CCn1cnc2cc(NCc3cccc(OC)c3O)ccc21	-0.069	-1.4	0.8	-6	8	5	0.5	-0.46	-5
COc1ccc(N2C(=O)NC3CC2(C)Oc2ccccc23)cc1OC (configuration not stated)	1.7	-1	0.9	4	-15	1	0.3	2.5	4
COC(=O)C1CCN(C(=O)c2sc3nc(-c4ccccc4)cn3c2C)CC1	0.26	0.48	1	-4	13	1	-0.6	-0.72	-6
CN(C)S(=O)(=O)c1ccc(NS(=O)(=O)/C=C/c2ccccc2)cc1	-0.61	0.27	0.9	6	-3	-13	-1.2	0.033	9
CCC(C)(C)n1nnnc1C(c1cc2cc(C)ccc2[nH]c1=O)N1CCCC1 (configuration not stated)	-0.64	-0.54	0.9	11	28	-2	-1.3	-0.67	23
Cc1noc(C)c1S(=O)(=O)N1CCCC(C(=O)N2CCc3ccccc3C2)C1 (configuration not stated)	0.17	-0.36	1	-1	-13	8	-0.6	-1.4	16
CCn1c(SCC(=O)N2CCOCC2)nc2oc3c(Cl)cc(Cl)cc3c(=O)c2c1=O	-2.5	-0.78	0.9	3	20	0	-1.8	4.4*	15
COc1cc2c(cc1NC(=O)CN1CCN(S(=O)(=O)c3ccc(F)cc3)CC1)oc1ccccc12	0.42	0.034	1	-2	-57	4	-0.3	-1	17
CCC(C)NC(=O)Cn1c(=O)n(-c2ccccc2)c(=O)c2ccc(C(=O)NCc3ccco3)cc21 (configuration not stated)	-0.097	-0.22	1	-13	7	4	-0.4	1.6	2

Compounds were not picked by outcome; about 12% have a hit in one of these screens.
